Compound activity deposited in PubChem by several laboratories.
CDK5 inh = CDK5/p35 (human) kinase inhibition | Recombinant CDK5/p35, ADP-Glo luminescence, 60 min | 330,000 tested, 0.01% active | AID 488839 | inhibition, % at 10 µM | Q00535+Q15078;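 active = highest replicate inhibition of at least 50% and at least 75% of replicates reaching 50%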;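 note: plate controls were DMSO neutral control for no effect and GW8510 at 10 µM for full effect; many of its hits are not listed in these tables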
Tat export inh = E. coli Tat transport inhibition; 340,000 tested, 0.036% active; E. coli MC4100 TorA-mCherry Tat export, fluorescence; inhibition, % at 10 µM;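 active = mean replicate inhibition at least 50% and at least half of replicates individually reaching 50%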;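 note: exported cargo escapes ClpAP degradation while cytoplasmic cargo is degraded and loses fluorescence; 0% = median of neutral control wells and 100% = median of NaSCN control wells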
Rtt109 HAT inh = blocks Candida albicans Rtt109/Vps75 acetyltransferase activity. 330,000 tested, 0.16% active. Q5AAJ8. AID 540336. inhibition, % at 34.9 µM. purified Rtt109/Vps75, ThioGlo CoA-SH fluorescence, 4 h;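 active = inhibition of at least 50% in every replicate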
Target sequence (Q5AAJ8 whole entry, looked up): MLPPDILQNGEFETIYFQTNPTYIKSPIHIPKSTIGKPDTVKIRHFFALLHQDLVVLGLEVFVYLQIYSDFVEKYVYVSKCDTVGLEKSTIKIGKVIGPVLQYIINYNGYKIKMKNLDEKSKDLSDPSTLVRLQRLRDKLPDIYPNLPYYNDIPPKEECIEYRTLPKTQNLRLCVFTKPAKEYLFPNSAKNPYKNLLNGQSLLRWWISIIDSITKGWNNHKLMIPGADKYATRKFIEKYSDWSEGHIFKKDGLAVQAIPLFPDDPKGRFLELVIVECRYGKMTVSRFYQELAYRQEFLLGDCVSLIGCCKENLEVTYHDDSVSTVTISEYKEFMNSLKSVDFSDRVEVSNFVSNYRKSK
V-ATPase pH = alters yeast V-ATPase proton transport; AID 504577; response, % at 10 µM; S. cerevisiae, pHLuorin cytosolic pH fluorescence; 350,000 tested, 0.37% active; in the data active = response mostly above about 7.3%, no sharp cut-off; inactive = mostly below about 5.4%; note: actives read high; inactives centre near 0; some compounds called inactive have numbers as strong as hits
Wnt act = activates Wnt/beta-catenin signaling in a reporter cell assay. activation, % at 9.35 µM. activator, plate reader. 300,000 tested, 1.2% active; in the data active = activation above about 30%, passing the limit was not always enough;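 note: 0% = neutral control wells and 100% = positive control wells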
CAL PDZ FP-1 = CAL PDZ (human) peptide binding inhibition; purified CAL PDZ, TMR-peptide fluorescence polarization, 1 h; inhibition, % at 24.9 µM; 300,000 tested, 0.92% active; AID 602252;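 active = mean inhibition of at least 30% with at least half of replicates also reaching 30%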;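 note: 0% = DMSO neutral control and 100% = excess unlabeled competitor peptide PRC23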
dFosB activator = mouse delta FosB homodimer activation; purified delta FosB, TAMRA-CDK5 oligo fluorescence polarization; percent of positive-control signal above neutral wells; activation, % at 25 µM; 340,000 tested, 0.99% active; AID 493131;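 active = mean activation above about 17%, with every replicate also reaching it, limit read from the data, passing the limit was not always enough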;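 note: fluorescence polarization rise as delta FosB binds a TAMRA Cdk5 AP-1 oligo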
Target sequence (P13346 whole entry, looked up): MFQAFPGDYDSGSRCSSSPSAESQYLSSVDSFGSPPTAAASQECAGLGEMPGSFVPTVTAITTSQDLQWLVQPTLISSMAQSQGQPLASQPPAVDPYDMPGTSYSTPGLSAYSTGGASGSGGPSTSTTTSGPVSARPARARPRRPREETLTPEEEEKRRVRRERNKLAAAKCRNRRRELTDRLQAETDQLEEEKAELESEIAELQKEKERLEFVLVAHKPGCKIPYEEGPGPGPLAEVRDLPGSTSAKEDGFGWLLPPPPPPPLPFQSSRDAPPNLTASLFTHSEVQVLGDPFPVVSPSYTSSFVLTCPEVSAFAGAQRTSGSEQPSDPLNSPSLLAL
MITF TRPM1 HTS = activators of MITF-driven TRPM1 promoter activity in SK-MEL-5 cells; AID 588334; activation, % at 12.5 µM; 300,000 tested, 0.75% active; SK-MEL-5 TRPM1-promoter luciferase, 24 h; % of positive control, neutral wells = 0;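 active = mean activation of at least 80% with every replicate also reaching 80%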;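 note: 0% = neutral control wells and 100% = parthenolide positive control wells; values of inactives mirror those of a sister screen read the other way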
RTF Ca sens act = cardiac RTF calcium sensitization; 340,000 tested, 0.24% active; activation, % at 7.2 µM; IANBD-labeled TnC RTF fluorescence at EC20 calcium; 0% EC20 calcium, 100% full calcium;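 active = activation above the mean over all tested compounds plus 3 SD, cut at about 30% in these data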;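 note: rise in fluorescence read as greater calcium sensitivity of cardiac thin filaments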
CAL PDZ FP-2 = blocks peptide binding to human CAL PDZ domain. AID 504414. Q9HD26. 330,000 tested, 0.02% active. purified CAL PDZ, TMR-peptide fluorescence polarization, 1 h. inhibition, % at 20 µM;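 active = highest replicate inhibition of at least 40%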;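 note: plate controls were DMSO neutral control wells for no effect and unlabeled competitor peptide control wells for full effect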
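material = purified tagged CAL PDZ domain construct (CerCALP) | buffer or medium = sodium phosphate/NaCl buffer pH 7.4 with TCEP, IgG, Thesit | reagent = TMR-labelled reporter peptide T*-PRC34 bound in PDZ groove | incubation = 1 h room-temperature incubation prior to read | measured by = fluorescence polarization (mP) | evaluation = percent inhibition from loss of millipolarization | control set = unlabelled peptide and DMSO controls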
* marks the source's active call; other numbers are inactive results; x = not tested or not shown.

SMILES	CDK5 inh	Tat export inh	Rtt109 HAT inh	V-ATPase pH	Wnt act	CAL PDZ FP-1	dFosB activator	MITF TRPM1 HTS	RTF Ca sens act	CAL PDZ FP-2
COC(=O)CNC(=O)C12CC3(C)CC(C)(CC(C)(C3)C1)C2	0.6	-4.5	2.3	-3.2	x	1.8	2.2	0.6	4.3	-0.3
Cc1ccc(NC(=O)CN2C(=O)S/C(=C\c3ccc(OCC(=O)O)c(Br)c3)C2=O)cc1	-0.6	-1.6	0.2	-6.7	1.8	-10.4	-11.2	2.5	-4.5	-2.1
CCOc1ccc(CN2CCNC(=O)C2CC(=O)OC)cc1 (stereo not given)	-3.9	21.2	-0.5	x	0.1	x	-0.7	2.0	6.3	-1.6
CC(=O)Nc1cc(C(C)C)c(O)c(C(C)C)c1	0.0	-2.7	11.6	4.5	x	-1.5	-1.9	0.5	-10.4	-1.0
Cc1ccccc1NC(=O)NCc1ccccn1	-1.9	-3.2	1.9	-1.1	4.6	x	1.7	x	-1.7	-0.9
Cn1cnnc1SCC(=O)c1ccc2c(c1)OCCO2	1.6	8.2	-10.2	0.0	x	x	0.0	-9.3	3.4	-2.8
O=C(COc1ccccc1O)NC1CCCC1	-0.5	5.4	-10.3	-2.5	-1.2	-3.3	2.1	10.9	0.8	-1.2
COc1ccc(OC)c(NC(=O)C2CCCN(S(=O)(=O)c3cccc4nonc34)C2)c1 (stereo not given)	-0.1	-7.8	-4.6	-0.8	-0.7	-0.6	-2.3	0.2	4.8	-2.4
Cc1ccc(-c2nn(-c3ccccc3)cc2/C=C/C(=O)Nc2cccc(S(N)(=O)=O)c2)cc1	0.3	-0.6	-46.0	-2.0	4.9	4.0	-25.1	16.6	3.9	-2.9
O=S(=O)(c1cccs1)N1CCN(c2ccccc2F)CC1	0.1	6.7	14.0	-2.6	-2.3	x	-1.7	6.6	-4.8	-1.2
CN(C(=O)c1cccc(NC(=O)Cc2cccc([N+](=O)[O-])c2)c1)C1CC1	0.1	-53.3	0.6	0.1	2.6	1.3	-0.6	-12.8	-2.9	-0.3
CCCCn1c(N)c(N(CCOC)C(=O)CCNC(=O)NC23CC4CC(CC(C4)C2)C3)c(=O)[nH]c1=O	1.2	0.3	2.5	-3.0	-1.9	-4.5	2.6	x	0.3	0.2
CCn1ccnc1CNC(=O)C1CCC(=O)N(Cc2ccccc2F)C1 (stereo not given)	-1.9	2.3	25.8	3.8	0.7	0.3	-3.4	-0.6	-3.0	-1.2
O=C(c1ccco1)N1N=C(c2ccc(Cl)cc2)CC1c1ccco1 (stereo not given)	2.0	0.0	7.0	14.0	1.9	-3.9	-7.3	2.4	-5.1	-1.9
c1coc(-c2ccnc3nc(-n4cccc4)nn23)c1	0.3	-8.2	-8.4	3.9	-8.3	-1.7	-22.2	-21.1	0.3	-3.4
O=C1C=C(Nc2ccc(Cl)cc2)CC(c2ccco2)C1 (stereo not given)	-1.1	0.8	0.1	-2.2	1.1	0.6	-2.3	-3.1	4.7	-3.9
O=C(CN1CCN(Cc2ccc3c(c2)OCO3)CC1)Nc1cc(S(=O)(=O)N2CCCC2)ccc1Cl	-1.2	0.4	-3.6	-1.3	-1.8	11.3	-15.9	-0.5	9.1	-2.4
COc1ccc(CC2CCOC2=O)cc1 (stereo not given)	-1.1	6.4	-1.6	-0.1	x	62.0*	7.3	17.8	-2.3	0.3
CCOC(=O)c1cnc2nc(C)nn2c1N	0.0	7.2	2.9	-7.0	-1.4	-2.2	4.0	8.2	0.8	-1.1
CNC(=O)c1c(O)c2cccc3c2n(c1=O)CC3	-0.4	-4.5	-1.2	-0.7	-1.8	-3.8	-5.3	19.5	13.3	-0.9

Some values from the results shown:
O=C(c1ccco1)N1N=C(c2ccc(Cl)cc2)CC1c1ccco1 (stereo not given) in RTF Ca sens act has -5.1
O=C(CN1CCN(Cc2ccc3c(c2)OCO3)CC1)Nc1cc(S(=O)(=O)N2CCCC2)ccc1Cl in MITF TRPM1 HTS has -0.5
CCCCn1c(N)c(N(CCOC)C(=O)CCNC(=O)NC23CC4CC(CC(C4)C2)C3)c(=O)[nH]c1=O in CDK5 inh has 1.2
O=C1C=C(Nc2ccc(Cl)cc2)CC(c2ccco2)C1 (stereo not given) in MITF TRPM1 HTS has -3.1
CCn1ccnc1CNC(=O)C1CCC(=O)N(Cc2ccccc2F)C1 (stereo not given) in Rtt109 HAT inh has 25.8

The listing continues.
SMILES	CDK5 inh	Tat export inh	Rtt109 HAT inh	V-ATPase pH	Wnt act	CAL PDZ FP-1	dFosB activator	MITF TRPM1 HTS	RTF Ca sens act	CAL PDZ FP-2
COc1ccc(NC(=O)N2CCC(c3nc4ccccc4[nH]3)CC2)cc1	-0.4	-0.5	-2.5	-1.3	-1.0	-2.4	-1.2	2.8	-3.4	-0.5
CCCC[C@H]1COCCS(=O)(=O)N1Cc1cccc(Cl)c1	-0.2	1.7	-9.6	12.9	-4.5	-1.7	-12.1	9.9	-1.8	0.0
Cc1cc(/C=C2/NC(=S)NC2=O)c(C)n1-c1cccnc1	0.5	5.0	-0.1	-0.6	x	-1.7	6.4	5.3	7.2	-2.3
Cc1ccc(/C=C(\C#N)C(=O)NCCN2CCOCC2)cc1	-0.7	0.5	x	-2.5	-0.9	7.3	-2.9	2.7	4.3	-0.8
O=C(CCNC(=O)c1ccccc1)N/N=C/c1ccc([N+](=O)[O-])cc1	1.8	-14.7	-1.5	2.7	3.7	-1.8	-5.8	3.1	-4.7	-2.6

Of the compounds above, two contain fluorine.
SMILES	CDK5 inh	Tat export inh	Rtt109 HAT inh	V-ATPase pH	Wnt act	CAL PDZ FP-1	dFosB activator	MITF TRPM1 HTS	RTF Ca sens act	CAL PDZ FP-2
O=S(=O)(c1cccs1)N1CCN(c2ccccc2F)CC1	0.1	6.7	14.0	-2.6	-2.3	x	-1.7	6.6	-4.8	-1.2
CCn1ccnc1CNC(=O)C1CCC(=O)N(Cc2ccccc2F)C1 (stereo not given)	-1.9	2.3	25.8	3.8	0.7	0.3	-3.4	-0.6	-3.0	-1.2
